GAA glycogen mod – GAA glycogen-cleavage inhibition or activation | P10253 | recombinant GAA, glycogen substrate, Amplex Red glucose oxidase fluorescence | Potency, µM (titrated, usually from 76.4 µM), inactives show at the top dose activity change, negative = inhibition, most hits filed as inhibitors | hit rate 0.38% among 300,000 | AID 2100; active means well fitted inhibition curve with a large enough effect; inconclusive means small, poorly fitted or top-dose-only effect, or another doubt; inactive means no such curve, though single readings can be large or run the other way;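 further: 0% = full enzyme reaction and -100% = no-enzyme basal signal; the screen sought inhibitors and activators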
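qHTS, 1536-well; enzyme 4 nM final; cpd up to 77 uM; substrate bovine liver glycogen 30 ug; 50 mM citrate/phosphate pH 5.0, 0.01% Tween-20; 37 C, 40 min; Amplex Red detection 45 min RT; Hill fit → AC50.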
Numbers without * were called inactive; ? = inconclusive; [ ] = remark or other dose. Potency means the concentration at half of the fitted maximal effect. Not all compounds are listed; rates above refer to the full screens.

GAA glycogen mod,compound
3%[76.3 µM],CC(C)CCN(CC(=O)NC1CCCC1)C(=O)C(=O)Nc1ccc2c(c1)OCCO2
4%,Cc1c(OCC(N)=O)ccc2c(-c3ccccc3)cc(=O)oc12
1%[76.3 µM],O=C(NCc1cccc(Cl)c1)C1CCC(=O)N(C2CC2)C1 (centres undefined)
4%,CC1CCCCN1S(=O)(=O)c1ccc(C(=O)N2CCOCC2)cc1 (centres undefined)
-2%[76.3 µM],COCC(C)N1CCC(n2nccc2NC(=O)c2ccc3c(c2)OCO3)CC1 (centres undefined)
-2%[76.3 µM],COc1cccc(N2CC(C(=O)Nc3nnc(SCCN4CCOCC4)s3)CC2=O)c1 (centres undefined)
5%,CC1CCc2cc(F)cc3c(O)c(C(=O)NCCN(C)C)c(=O)n1c23 (centres undefined)
-1%[76.3 µM],CCn1c(SCC(=O)NCc2ccco2)nnc1C1CCCC1
-5%[76.3 µM],COc1ccc(C(=O)NCC(=O)N2CCN(C(=O)c3ccco3)CC2)cc1
-7%,S=c1nc(NCCc2ccccc2Cl)c2ccccc2[nH]1
1%,CC(NC(=O)CN(C)Cc1ccc(Br)cc1)c1ccccc1 (centres undefined)
-5%[76.3 µM],O=C(Nc1ccccc1F)N1CCc2ccccc2C1
-12%[76.3 µM],COc1ccccc1N1CCN(C(=O)C(=O)c2cn(CC(=O)N3CCOCC3)c3ccccc23)CC1
2%[76.3 µM],COc1ccc(S(=O)(=O)N2CCOCC2)cc1NC(=O)CCc1nc2ccccc2c(=O)[nH]1
-4%[76.3 µM],CC(=O)N1CCOc2ccc(S(=O)(=O)N3CCC(C(=O)Nc4ccc(C)cc4)CC3)cc21
-2%[76.3 µM],COc1ccc(Cl)cc1NC(=O)NCc1cccnc1
1%,Cc1ccc(N2CC(C(=O)Nc3ccc(S(=O)(=O)N4CCCC4)cc3)CC2=O)cc1C (centres undefined)
-3%[76.3 µM],CN(CCC1CCCCO1)C(=O)CCc1nnc(Cc2c[nH]c3ccccc23)o1 (centres undefined)
-2%[76.3 µM],COc1ccc(F)cc1S(=O)(=O)NCCCn1ccnc1
2%,O=C(COC(=O)c1cnccn1)c1ccc(C2CCCCC2)cc1
8%[76.3 µM],O=C(CN(Cc1ccccc1)S(=O)(=O)c1ccc(F)cc1)NCc1ccncc1
-3%[76.3 µM],C/C(=N\NC(=O)c1cc(C)nc2ccccc12)c1ccncc1
-1%[76.3 µM],COc1ccccc1OCCNC(=O)c1ccco1
10%[76.3 µM],CN(C(=O)CCNC(=O)Cn1cnc2ccccc2c1=O)c1ccc(F)cc1
-8%[76.3 µM],COc1ccc(NS(=O)(=O)c2ccc(C)c(C(=O)NCc3cccnc3)c2)cc1
0%[76.3 µM],CN1CCN(NC(=O)Nc2cc(Cl)cc(Cl)c2)CC1
-3%[76.3 µM],Cc1cc(=O)oc2cc(OCC(=O)NC3CCCC3)ccc12
3%,Cc1ccc(N(C(=O)c2snc(C(N)=O)c2N)C(C(=O)NC2CCCC2)c2ccc(C)o2)cc1 (centres undefined)
-4%[76.3 µM],CCOc1ccc(/C=N/NC(=O)c2cccc3ccccc23)c(OCC)c1
3%,Cc1cc(Nc2ccc(Cl)cc2)nc(-c2ccccc2O)n1
1%,Cc1ccccc1C(=O)N1CCC(C(=O)NC2CCCCC2)CC1
1%,CCc1ccc(NCc2ccc(OC)c(Cn3ccnc3)c2)cc1
-1%,O=C(Cn1nc(-c2cccs2)ccc1=O)Nc1ccc(Br)cc1
-14%[76.3 µM],CC(=O)N1c2ccc(S(=O)(=O)NCC3CCC(C(=O)N4CCCCC4)CC3)cc2CC1C (centres undefined)
-7%,O=C(O)CN1C(=O)/C(=C\c2cc(Br)ccc2OCc2ccc(Cl)cc2Cl)SC1=S
4%,Cc1cccc2c3nc4ccccc4nc3n(C)c12
8%,C[C@H]1CCC[C@]2(C)C[C@H]3OC(=O)C(CN4CCCCCC4)[C@H]3C=C12 (some centres undefined)
1%[76.3 µM],CCn1c(SCC#N)nc2cc(S(=O)(=O)N3CCOCC3)ccc21
2%,Cc1cccc(C(=O)Nc2ccc(C(=O)N/N=C/c3cccnc3)cc2)c1
-12%[76.3 µM],COc1ccccc1CCNS(=O)(=O)c1cn(C)nc1C
1%,O=C(N/N=C\C=C\c1ccc(Br)cc1)c1ccc2c(c1)OCO2
3%,CCN(CC)CC(O)Cn1c(C)c(-c2ccccc2)c2cc([N+](=O)[O-])ccc21 (centres undefined)
1%[76.3 µM],CN(CC(=O)N1CCN(Cc2ccccc2)CC1)S(=O)(=O)c1ccc(Br)cc1
-5%[76.3 µM],O=C(NCCCN1CCOCC1)c1ccc(NS(=O)(=O)c2cccc([N+](=O)[O-])c2)cc1
-6%[76.3 µM],COc1ccccc1CCNC(=O)c1cc(COc2cccc(C(F)(F)F)c2)on1
-5%[76.3 µM],O=C(Nc1ccc2c(c1)OCO2)C1CCCCC1
2%,COc1ccc(CNC(=O)CC(NC(N)=O)c2ccccc2Cl)cc1OC (centres undefined)
-3%[76.3 µM],C=CCn1c(SCC(=O)Nc2ccc(F)cc2F)nc2c([nH]c3ccccc32)c1=O
-6%,O=c1[nH]c(CCl)nc2cc(-c3ccc(F)cc3)sc12
0%[76.3 µM],O=C(NCc1ccccc1Br)c1ccncc1
6%[76.3 µM],CCS(=O)(=O)c1ccc2c(c1)N(S(=O)(=O)c1cccs1)CC(C(=O)O)O2 (centres undefined)
10%[76.3 µM],CCn1c(SCC(=O)Nc2ccc(Br)cc2)nc2sc3c(c2c1=O)CCN(C)C3
4%[76.3 µM],COc1ccc(-n2nc3c(c2NC(=O)C2CC2)CS(=O)(=O)C3)cc1
-2%[76.3 µM],O=C(NC1CCCc2ccccc21)c1cc(Cl)ccn1 (centres undefined)
4%,COc1ccc(NC(=O)COC(=O)CCc2ccccc2)c(OC)c1
0%,CCCC(C)NC(=O)C1CCN(C(=O)C2CC(=O)N(c3ccc(C)cc3)C2)CC1 (centres undefined)
0%[76.3 µM],O=S(=O)(Nc1ccccc1Cl)c1ccc2[nH]c(=S)oc2c1
-7%[76.3 µM],Cc1cc(C)cc(NC(=O)c2ccc(N3C(=O)C4CCCCC4C3=O)cc2)c1 (centres undefined)
0%[76.3 µM],CCCN1CCN(C(=O)c2c(Cl)cnn2C)CC1
1%,O=C(NCC(=O)N1CCN(c2ccccc2)CC1)c1ccccc1

(further entries)
GAA glycogen mod,compound
-1%[76.3 µM],O=C(NCCCn1cccn1)C1CCC(=O)N(CCc2ccccc2)C1 (centres undefined)
3%,CCOc1ccccc1NC(=O)CNC(=O)c1nn(-c2ccc(OC)c(OC)c2)c(=O)c2ccccc12
2%[76.3 µM],CCN(c1ccccc1)S(=O)(=O)c1ccc(C(=O)N(CCCN(C)C)c2nc3c(C)cccc3s2)cc1
2%,O=C(CN(Cc1ccccc1Cl)C(=O)CN1C(=O)CSc2ccccc21)NC1CC1
?,Cc1ccc(S(=O)(=O)Nc2c(C(=O)O)[nH]c3ccccc23)cc1C
-5%[76.3 µM],Cc1cc(Cl)ccc1OC(C)C(=O)Nc1cnn(CCCC(=O)O)c1 (centres undefined)
-4%,CCN(CC)S(=O)(=O)c1ccc(NC(=S)Nc2ccc(F)cc2)cc1
0%[76.3 µM],COc1cc(C(=O)NNC(=O)CNC(=O)c2ccc(Br)o2)cc(OC)c1OC
-10%[76.3 µM],CCN1CCN(C(=O)c2ccc3c(c2)N(Cc2ccc(C)cc2)CCS3)CC1
3%,O=C(NCCNC(=O)c1ccccc1F)c1ccccn1
6%,COc1cccc(C(O)c2nccn2Cc2ccccc2)c1OC (centres undefined)
-2%,CC1(C)CSC(=NCCc2ccccc2)N1
0%,Cc1ccc(O)c(C(=O)CC(=O)c2ccc(Cl)cc2)c1
-4%[76.3 µM],CCC(C)[C@H](NC(=O)N1CC(=O)Nc2ccccc21)C(=O)N[C@@H](C(=O)O)c1ccccc1 (some centres undefined)
-4%,COc1ccccc1C(=O)N1CC(=O)Nc2ccc(F)cc2C1c1ccccc1 (centres undefined)
5%,CCCOc1ccc(N2C(=O)C3C4C=CC(CC4)C3C2=O)cc1 (centres undefined)
4%[76.3 µM],COc1cccc(CNC(=O)c2cccnc2Sc2ccc(C)cc2C)c1
-5%[76.3 µM],CC(=O)c1ccc(NC(=O)c2sc3nc(N4CCOCC4)c4c(c3c2N)CCCC4)cc1
-1%[76.3 µM],O=C(Cc1cccc(C(F)(F)F)c1)NCc1cccnc1
-8%[76.3 µM],CCOC(=O)C1CCCN(C(=O)c2ccc3oc(Cc4ccccc4)nc3c2)C1 (centres undefined)
-3%[76.3 µM],COc1ccc(CNC(=O)C(c2ccco2)N(C(=O)c2snc(C(N)=O)c2N)c2cccc(OC)c2)cc1 (centres undefined)
3%[76.3 µM],O=C(COc1ccc2c(-c3ccccc3)cc(=O)oc2c1)Nc1cccnc1
-9%[76.3 µM],Nc1nonc1-n1nnc(C(=O)N/N=C/C2CCCCC2)c1-c1ccccc1
5%,O=C([C@@H]1Cc2ccccc2CN1)N1CCN(Cc2ccccc2)CC1
-18%,O=C1NN(c2ccccc2)C(=O)/C1=C/c1ccc(-c2cccc(C(=O)O)c2)o1
-11%[76.3 µM],CCC1CCCCN1S(=O)(=O)c1ccc(C(=O)Nc2nnc(C3=COCCO3)o2)cc1 (centres undefined)
2%[76.3 µM],CC1CCN(C(=O)CSc2n[nH]c(-c3cccs3)n2)CC1
-11%,COc1cccc(Nc2nc(-c3ccccc3)nc3ccccc23)c1
-5%,COc1c(Br)cc(Br)cc1C(=O)Nc1ccccc1N1CCCC1
?,O=C(c1ccc(-c2cccc(C(F)(F)F)c2)o1)N1CCN(c2ccccc2O)CC1

Among those listed so far, these contain a CF3 group.
GAA glycogen mod,compound
-6%[76.3 µM],COc1ccccc1CCNC(=O)c1cc(COc2cccc(C(F)(F)F)c2)on1
-1%[76.3 µM],O=C(Cc1cccc(C(F)(F)F)c1)NCc1cccnc1
?,O=C(c1ccc(-c2cccc(C(F)(F)F)c2)o1)N1CCN(c2ccccc2O)CC1

Continuation:
GAA glycogen mod,compound
3%,CCc1ccc(C(C(=O)NC2CCCC2)N(CCOC)C(=O)CCC(=O)Nc2cc(C)on2)cc1 (centres undefined)
-23%,CCc1ccc(S(=O)(=O)/N=C2\C=C(Nc3ccc(O)cc3)C(=O)c3ccccc32)cc1
7%,O=C(Nc1ccc(F)cc1)Nc1ccc2ccccc2n1
0%,CCN(CC)S(=O)(=O)c1cccc(C(=O)OC2CCOC2=O)c1 (centres undefined)
-19%[76.3 µM],CC1CC(C)CN(CCCNC(=O)Cn2ncc3c([nH]c4ccccc43)c2=O)C1 (centres undefined)
10%,O=C(Nc1nccs1)C1CC(=O)N(c2ccc(F)cc2)C1 (centres undefined)
0%,COc1ccc(CNC(=O)CN(Cc2ccco2)C(=O)CCC(=O)Nc2ccccn2)cc1
-5%[76.3 µM],COc1cccc(CNC(=O)CN2C(=O)COc3ccc(S(=O)(=O)N4CCCC4)cc32)c1
-4%,O=C1CSC(c2ccc([N+](=O)[O-])cc2)N1c1ccccc1F (centres undefined)
-8%,CCCCCCCC(=O)Oc1ccc(C(=O)Nc2cc(C)on2)cc1
6%[76.3 µM],Cc1sc2nc(C3CC3)nc(N3CCN(C(=O)c4ccc(Cl)cc4)CC3)c2c1C
0%,Cc1ccccc1C(=O)Nc1ccc(S(=O)(=O)N2CCCC2)cc1
-11%[76.3 µM],O=C(NCc1ccc(F)cc1)NC(=O)c1ccc(Cl)cc1
-1%[76.3 µM],Cc1ccc2oc(=O)c3cc(C(=O)NCCCN4CC(C)CC(C)C4)sc3c2c1 (centres undefined)
-6%[76.3 µM],COc1ccc(NC(=O)C(=O)c2cn(CC(=O)N3CCCC3)c3ccccc23)cc1
0%,O=C(O)C1CCN(S(=O)(=O)c2cccc3cccnc23)CC1
16%,COC(=O)c1ccc(CSCc2ccc(C#N)cc2)cc1
-2%[76.3 µM],O=C(C1CCCN(c2ncnc3c2nc2n3CCCCC2)C1)N1CCN(c2cccc(Cl)c2)CC1 (centres undefined)
0%[76.3 µM],CCOC(=O)c1c(C)[nH]c(C(=O)N2CCN(CC)CC2)c1C
5%,CCC(CC)C(=O)c1c[nH]c(C(=O)NCc2ccccc2OC)c1
4%,CCS(=O)(=O)N1CCC(C(=O)Oc2ccc(C(=O)OC)cc2)CC1
-9%[76.3 µM],Cc1nc2cc(OCc3cc(C(=O)NC(C)c4cn(C)nc4C)no3)ccc2s1 (centres undefined)
-19%,CC(C)c1c(O)nc(SCC(=O)N2CCCCC2)[nH]c1=O
6%[76.3 µM],COc1ccc(CNC(=O)c2ccc3c(=O)n(-c4ccccc4)c(=O)[nH]c3c2)cc1
-3%[76.3 µM],Cc1ccc(NC(=O)CSc2ccc3nnc(-c4ccccn4)n3n2)cc1
-8%,O=C(N/N=C/c1ccc2c(c1)OCO2)c1cccc2ccccc12

Quoted from the listing (6 entries):
GAA glycogen mod,compound
-3%[76.3 µM],C=CCn1c(SCC(=O)Nc2ccc(F)cc2F)nc2c([nH]c3ccccc32)c1=O
-6%,O=c1[nH]c(CCl)nc2cc(-c3ccc(F)cc3)sc12
0%[76.3 µM],O=C(NCc1ccccc1Br)c1ccncc1
6%[76.3 µM],CCS(=O)(=O)c1ccc2c(c1)N(S(=O)(=O)c1cccs1)CC(C(=O)O)O2 (centres undefined)
10%[76.3 µM],CCn1c(SCC(=O)Nc2ccc(Br)cc2)nc2sc3c(c2c1=O)CCN(C)C3
4%[76.3 µM],COc1ccc(-n2nc3c(c2NC(=O)C2CC2)CS(=O)(=O)C3)cc1
